# Assay outcomes (PubChem)
# Arrestin-AP2 inh – blocks beta-arrestin peptide binding to AP2 adaptin | 0.31% of 340,000 active | AID 504490 | FITC-arrestin peptide / GST-AP2 beads, flow cytometry; AP2 beta2 appendage carries R879A mutation | inhibition, % at 10 µM;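 active = inhibition above a set limit, near 3 SD of compounds lacking own fluorescence, cut at about 54% in these data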;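 also: plate controls were DMSO wells for no effect and 5 µM unlabelled arrestin peptide for full effect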
#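 Material – GST-tagged AP2 beta2-adaptin appendage (R879A) on 4 µm glutathione beads · Probe or stimulus – fluorescein-tagged arrestin peptide at 50 nM final · Timing – 12 min plus 1 h, RT · Detection – bead flow cytometry, FITC channel · Read-out basis – inhibition as reduced fluorescein signal on beads, percent · Medium – PBS plus Tween 20 (0.05%) and BSA (0.1%)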
# Keap1 Nrf2 FP – Keap1-Nrf2 (human) interaction inhibition | Q14145 | 0.15% of 340,000 active | inhibition, % at 9.4 µM | Keap1 Kelch-Nrf2 peptide fluorescence polarization, 1536-well; in the data active = inhibition above about 12%;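 also: human Keap1 Kelch domain with fluorescein labeled Nrf2 9mer peptide probe; 0% = neutral control wells and 100% = peptide positive control; higher means more block of Keap1 binding to Nrf2 peptide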
# DAGLB inhibitor – blocks human DAGLB lipase activity; Q8NCG7; HEK293T DAGLB membrane lysate, EnzChek fluorogenic substrate; inhibition, % at 5.17 µM; 0.059% of 340,000 active; AID 504411; in the data active = inhibition above about 34%;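 also: 0% = enzyme with vehicle and 100% = wells lacking enzyme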
# C-LANA FP – inhibitors of KSHV LANA C-terminal domain DNA binding; inhibition, % at 9 µM; MBP-C-LANA/FAM-LBS DNA binding, fluorescence polarization; AID 504423; 0.078% of 340,000 active;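 active = highest replicate inhibition at or above 60% at 9 µM, even if other replicates fall short; inactive = all replicates below 60% inhibition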;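 also: 0% = neutral control wells and 100% = 4 µM acridine orange control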
# CAL PDZ FP-1 – blocks peptide binding to human CAL PDZ domain. Q9HD26. purified CAL PDZ, TMR-peptide fluorescence polarization, 1 h. inhibition, % at 20 µM. 0.02% of 330,000 active. AID 504414;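 active = highest replicate inhibition of at least 40%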;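 also: plate controls were DMSO neutral control wells for no effect and unlabeled competitor peptide control wells for full effect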
#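 Material: tagged CAL PDZ protein CerCALP, purified; buffer or medium: sodium phosphate/NaCl buffer pH 7.4 with TCEP, IgG, Thesit; also added: fluorescent TMR peptide probe; schedule: 1 h incubation at room temperature before polarization reading; technique: fluorescence polarization from S- and P-plane intensities, G-factor corrected; control set: unlabelled peptide and DMSO controls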
# NSD2 HMT inh – inhibitors of human histone methyltransferase NSD2 | NSD2 peptide methylation, AlphaScreen, 120 min | inhibition, % at 12.5 µM | 0.54% of 310,000 active; in the data active = inhibition above about 50%
# Pemphigus Ab inh – human desmoglein-3 autoantibody binding inhibition; P32926; DSG3-coupled beads, scFv-anti-DSG3-GFP binding, flow cytometry; stronger effect = lower value; binding (percent of control), % at 10 µM; 0.48% of 310,000 active;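 active = binding more than 3 SD below its plate's average and above zero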;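 also: hits lower antibody fragment binding to DSG3; some compounds called inactive have numbers as strong as hits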
# Target sequence (P32926 whole entry, looked up, the tested form may be a part): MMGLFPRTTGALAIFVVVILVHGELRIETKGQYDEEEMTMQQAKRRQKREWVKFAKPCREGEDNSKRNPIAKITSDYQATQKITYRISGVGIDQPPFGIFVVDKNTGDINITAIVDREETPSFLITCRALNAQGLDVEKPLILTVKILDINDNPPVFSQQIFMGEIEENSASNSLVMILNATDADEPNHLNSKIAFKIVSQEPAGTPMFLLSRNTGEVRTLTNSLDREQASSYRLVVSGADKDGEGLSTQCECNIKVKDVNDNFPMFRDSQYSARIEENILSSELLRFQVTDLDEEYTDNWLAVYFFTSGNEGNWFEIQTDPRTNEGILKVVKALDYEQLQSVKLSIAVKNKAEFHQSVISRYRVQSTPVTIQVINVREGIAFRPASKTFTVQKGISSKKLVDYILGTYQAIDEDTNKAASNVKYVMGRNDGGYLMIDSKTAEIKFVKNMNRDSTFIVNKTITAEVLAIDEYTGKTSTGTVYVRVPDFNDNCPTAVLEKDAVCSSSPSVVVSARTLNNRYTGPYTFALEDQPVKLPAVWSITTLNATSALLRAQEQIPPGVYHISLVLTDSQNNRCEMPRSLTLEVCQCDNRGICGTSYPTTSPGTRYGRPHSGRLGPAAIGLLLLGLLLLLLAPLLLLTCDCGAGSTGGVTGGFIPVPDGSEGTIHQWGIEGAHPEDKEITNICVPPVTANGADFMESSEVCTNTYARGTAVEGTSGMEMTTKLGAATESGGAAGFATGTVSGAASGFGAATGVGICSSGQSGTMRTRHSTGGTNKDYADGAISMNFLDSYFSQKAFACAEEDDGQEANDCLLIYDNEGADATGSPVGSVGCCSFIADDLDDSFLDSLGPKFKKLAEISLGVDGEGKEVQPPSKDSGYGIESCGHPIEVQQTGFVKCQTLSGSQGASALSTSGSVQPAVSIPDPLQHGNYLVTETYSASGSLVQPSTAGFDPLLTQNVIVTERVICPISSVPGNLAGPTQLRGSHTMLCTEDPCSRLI
# CAL PDZ FP-2 – inhibitors of human CAL PDZ peptide binding; Q9HD26; purified CAL PDZ, TMR-peptide fluorescence polarization, 1 h; inhibition, % at 24.9 µM; 0.92% of 300,000 active; AID 602252;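 active = mean inhibition of at least 30% with at least half of replicates also reaching 30%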;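 also: 0% = DMSO neutral control and 100% = excess unlabeled competitor peptide PRC23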
# V-ATPase pHluor – alters yeast V-ATPase proton transport; S. cerevisiae, pHLuorin cytosolic pH fluorescence; response, % at 10 µM; 0.37% of 350,000 active; AID 504577; in the data active = response mostly above about 7.3%, no sharp cut-off; inactive = mostly below about 5.4%; also: actives read high; inactives centre near 0; some compounds called inactive have numbers as strong as hits
# RTF Ca sens inh – cardiac RTF calcium desensitization | P19429+P45379 | IANBD-labeled cardiac RTF, Ca2+ fluorescence | inhibition, % at 7.15 µM | 0.12% of 340,000 active | AID 493244;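 active = inhibition above the mean inhibition of all tested compounds plus 3 SD, cut at about 17% in these data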;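 also: assay run at fixed EC70 calcium of 1.6 mM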
# * = called active by the depositor; nt = not tested or not shown. The list is partial. The share of hits here may be higher or lower than overall.
SMILES,Arrestin-AP2 inh,Keap1 Nrf2 FP,DAGLB inhibitor,C-LANA FP,CAL PDZ FP-1,NSD2 HMT inh,Pemphigus Ab inh,CAL PDZ FP-2,V-ATPase pHluor,RTF Ca sens inh
CN(C)CCCn1c(SCC(=O)Nc2sc3c(c2C#N)CCCC3)nnc1-c1ccncc1,-17.0,-6.9,1.5,0.6,-1.2,3.3,122.1,-2.5,-2.0,-8.2
COC(=O)c1sc(NC(=S)NC(=O)c2ccccc2C)nc1C,34.5,2.6,-0.7,-1.2,0.6,1.7,102.6,2.2,0.5,-4.0
Cc1ccc(OCC(=O)NNC(=O)c2cc(C)[nH]n2)cc1,20.0,0.3,-0.6,-0.4,0.0,-3.5,nt,0.3,-5.7,-9.0
O=C1c2cccc3cccc(c23)C(=O)N1CCCN1CCN(c2ccc(F)cc2)CC1,41.6,-6.6,-2.0,-1.1,-2.5,nt,103.3,4.4,-1.4,-5.3
CCCCOP(=O)(c1ccc(N(C)C)cc1)C(O)c1ccc(N(C)C)cc1 (stereo not given),-16.3,-3.3,-0.1,0.7,-0.4,4.0,92.8,-9.4,0.3,-6.1
CC(=O)c1cccc(NC(=O)C2CCCN(S(=O)(=O)c3ccccc3)C2)c1 (stereo not given),0.4,-4.1,2.6,1.1,-3.1,-0.6,105.5,-3.4,-0.3,-2.2
CCNC(=S)N1CCCCC1CO (stereo not given),4.5,1.5,0.3,0.2,0.7,-5.6,98.2,nt,-0.3,-1.5
CCc1ccc2[nH]c(=O)c(CN(Cc3ccccc3)Cc3nnnn3Cc3ccco3)cc2c1,0.3,-9.9,6.3,-1.7,-1.1,-2.0,99.5,-1.2,-0.6,1.7
COc1ccc(CCn2c(SCCN3CCCCC3)nc3ccccc3c2=O)cc1OC,1.9,-3.6,-1.1,-1.0,-3.9,15.7,103.5,-0.2,-2.8,-16.1
O=c1[nH]c(/C=C\c2ccc(O)c(Cl)c2)nc(O)c1[N+](=O)[O-],14.4,-1.0,0.9,1.2,-1.3,2.3,96.6,3.8,1.1,-2.8
CCCCn1c(N)c(N(CC(C)C)C(=O)c2cc3ccccc3cc2OC)c(=O)[nH]c1=O,-9.8,1.7,6.0,4.4,-0.8,-0.6,104.0,nt,10.1,-8.1
COc1ccc(N(C(C)C(=O)NCc2ccco2)S(C)(=O)=O)cc1 (stereo not given),-8.4,-5.6,-1.4,0.2,-2.3,-1.7,100.5,-5.4,1.7,-6.4
O=C(NC(=S)Nn1cnc2c(cnn2-c2ccccc2)c1=O)c1ccc(Oc2ccccc2)cc1,8.7,-6.6,1.0,0.4,-3.7,0.1,89.1,-0.4,0.1,-7.8
O=C(NC(=S)N1CCc2ccccc21)c1ccccc1Br,-2.5,-3.5,-0.6,1.6,0.5,5.5,114.6,-3.7,3.6,0.4
Cc1cc(Nc2ccc(F)c(F)c2)nc(-c2ccccc2O)n1,1.6,1.2,-5.7,-1.4,-0.7,48.3,87.3,-0.1,0.6,12.8
CC(C)(CNC(=O)c1sc2cc(F)ccc2c1Cl)N1CCOCC1,17.5,3.7,-3.5,-2.5,-1.8,-1.4,83.1,-2.8,0.5,-1.4
Cc1ccc(Oc2ccccc2/C=C2\SC(=O)N(C)C2=O)cc1,7.2,-0.3,-15.2,1.1,-0.9,-0.8,107.9,nt,-0.7,-2.9
Cc1noc(C)c1NC(=O)N(C)C[C@@H]1Oc2ccc(NC(=O)Cc3cn(C)c4ccccc34)cc2CC(=O)N([C@H](C)CO)C[C@@H]1C,nt,-7.4,0.6,-0.2,-1.2,nt,105.0,-1.2,8.0,8.8
COc1cccc(-c2n[nH]c(=S)n2Cc2ccco2)c1,38.5,-2.9,-0.4,-0.5,-0.2,2.1,86.6,2.8,3.8,5.7
O=C1C=C(N2CCOCC2)C2(CCCCC2)O1,-7.5,3.5,-0.3,1.3,0.3,0.1,76.6,nt,0.7,-2.3
S=c1ccc2ccccc2[nH]1,-7.6,0.8,-0.4,0.1,-8.1,-8.7,104.9,nt,-3.7,-9.7
CCOc1ccc(Br)cc1S(=O)(=O)NCc1ccc(S(N)(=O)=O)cc1,-13.0,2.8,0.2,-4.9,1.3,-1.3,92.4,-0.3,5.4,-10.5
Cc1cc(NC(=O)NC2CCCN2S(=O)(=O)c2ccc(Cl)cc2)no1 (stereo not given),-5.1,0.9,-1.4,-1.1,-0.9,-1.0,nt,-2.7,0.4,3.8
NC1=NN=C(N2N=C(c3ccco3)CC2(O)C(F)(F)F)n2ncnc2C1 (stereo not given),10.9,-2.1,0.8,-1.4,-0.6,-16.5,102.8,-2.4,-0.3,-2.5
COc1ccc(/C=N/NC(C)(C)C)c(OC)c1,31.2,-5.5,1.1,1.1,0.7,-1.8,89.3,-2.5,-2.7,4.7

# The results go on.
SMILES,Arrestin-AP2 inh,Keap1 Nrf2 FP,DAGLB inhibitor,C-LANA FP,CAL PDZ FP-1,NSD2 HMT inh,Pemphigus Ab inh,CAL PDZ FP-2,V-ATPase pHluor,RTF Ca sens inh
Cc1cc(C(=O)NNC(=O)C(C)(C)Oc2ccc(Cl)cc2)c(C)o1,4.0,-5.6,0.2,-0.2,0.4,4.4,98.1,-1.9,0.8,1.4
O=C(CCn1c(=O)[nH]c2ccsc2c1=O)N(CCc1ccccc1)Cc1ccccc1,1.4,-9.1,4.0,-2.0,-2.5,2.1,nt,-4.4,-5.3,-6.8
O=C(Nc1cccc(Cl)c1N1CCOCC1)c1ccc([N+](=O)[O-])o1,-0.8,-1.7,-0.9,1.2,-1.6,-1.0,94.3,-6.4,2.1,-4.6
Cc1ccccc1NC(=S)NC(NC(=O)COc1ccccc1)C(Cl)(Cl)Cl (stereo not given),-7.4,-4.0,-1.1,0.9,-0.2,-2.8,nt,-2.1,6.8,-25.9
NS(=O)(=O)c1ccc(NC(=O)/C=C/c2ccc(S(=O)(=O)NCc3ccco3)cc2)cc1,5.0,-5.4,0.6,0.4,-1.0,-3.6,156.8,-2.2,-5.4,-2.8
C(=N\N1CCN(C2c3ccccc3-c3ccccc32)CC1)/c1cccs1,0.3,-1.4,-2.8,-2.6,0.2,0.0,107.1,-0.9,-0.5,-2.6
Cc1ccc2cc3c(N)[nH]nc3nc2c1,6.3,0.2,-0.3,0.5,-0.5,1.6,104.0,6.3,0.0,-9.8
Cc1cc(C(=O)CN2C(=O)C(=O)N(CCC3=CCCCC3)C2=O)c(C)n1C,2.4,-8.9,1.2,0.1,-0.4,4.4,97.8,nt,nt,-0.5
Cc1ccc(NC(=O)c2ccncc2)cc1[N+](=O)[O-],15.4,0.6,-0.1,-1.9,0.1,-1.8,101.6,-7.5,-1.0,-4.4
CC1(C)C2CCC1(C)C(Nc1ccccc1)C2 (stereo not given),11.1,4.4,-1.1,0.7,-1.9,7.5,93.9,-0.5,-1.9,-8.0
Fc1ccccc1C1CCN(Cc2nc(CC3CC3)no2)C1 (stereo not given),1.7,0.7,-6.6,-0.4,-0.4,-6.4,99.7,2.6,-3.2,-4.6
CCCCOc1ccc(NC(=O)c2cnc(C)cn2)cc1,4.7,0.9,-0.9,1.4,-4.3,0.4,102.5,-0.7,-0.7,-11.4
COc1ccc(CNC(=O)CN(Cc2ccccc2)C(=O)CCC(=O)Nc2nccs2)cc1,8.3,4.6,4.6,1.6,-1.9,7.9,107.3,-5.6,2.0,-0.3
CC(C)CC(=O)Nc1ccc(C(=O)Cn2c(=O)oc3ccccc32)cc1,25.1,0.1,0.8,0.7,-3.0,-0.6,105.0,-2.7,1.7,10.5
CCc1ccc(/C=C/C(=O)C2C(=O)c3ccccc3C2=O)cc1,1.8,-2.4,10.8,-0.2,-4.1,nt,109.3,-5.6,-1.9,-6.4
O=C(CSCC(=O)OCC(=O)c1ccc(Br)cc1)Nc1cccc2ccccc12,-12.7,-3.2,-2.8,-0.9,nt,4.6,nt,3.1,2.2,6.6
COC(=O)CNC(=O)COC(=O)c1ccc(OC)c([N+](=O)[O-])c1,-5.8,3.7,1.2,2.1,-0.4,0.8,105.8,2.7,3.6,-4.7
CCc1ccc(S(=O)(=O)NCc2csc(-c3ccccc3)n2)s1,4.7,-3.8,-6.3,-0.8,-0.4,-0.3,106.1,2.9,-3.4,-7.2
COC(=O)c1ccc(S(=O)(=O)N2C3CCC2CC(NC(=O)NC2CCCCC2)C3)cc1 (stereo not given),-3.1,2.1,-1.3,-0.3,-1.1,-2.7,99.0,0.2,-3.2,0.2
COc1ccc(CCNC(=O)C(=O)NCc2ccccn2)cc1,-8.6,2.2,0.1,0.6,0.1,nt,101.3,-3.2,0.1,1.1
O=C(O)c1cc(-c2ccc(Cl)cc2)n[nH]1,-7.4,1.2,0.1,-1.4,-0.7,-1.0,105.8,-1.3,1.1,-1.4
O=C(N/C=C/c1ccc(Cl)cc1)NCc1ccc(Cl)cc1,4.3,-3.5,-2.4,-0.4,-0.8,-0.1,104.9,-1.8,0.5,-13.9
COc1ccc(O)c(C(=O)c2cc(C#N)c(=O)n(-c3c(C)n(C)n(-c4ccccc4)c3=O)c2)c1,13.1,-1.7,-1.9,3.2,-0.9,1.7,96.6,4.0,3.6,-16.8
Cc1cc(C)nc(SCCCNCc2ccccc2)n1,-1.8,7.7,-0.8,1.0,0.8,0.2,103.1,-1.0,1.8,-14.6
CCOC(=O)C(CC)(CC)C(=O)/C=C/c1cccc(Br)c1,-1.7,-4.1,-3.6,-0.8,-1.2,3.4,99.6,-3.1,1.1,-5.2

# Continuation:
SMILES,Arrestin-AP2 inh,Keap1 Nrf2 FP,DAGLB inhibitor,C-LANA FP,CAL PDZ FP-1,NSD2 HMT inh,Pemphigus Ab inh,CAL PDZ FP-2,V-ATPase pHluor,RTF Ca sens inh
COc1ccc2cc(C#N)c(N3CCN(C(=O)c4ccccc4C)CC3)nc2c1,-6.3,2.7,-3.4,18.8,-1.9,-11.4,95.9,-3.6,0.7,-6.4
C/C(CC(=O)Nc1cc(C)ccn1)=N\NC(=O)c1ccc(C)cc1,nt,-5.5,2.5,-0.4,-0.7,-1.8,110.4,-1.0,2.1,-3.1
COc1cc2c(cc1OC)CN(C(=O)CSc1nnc3scc(-c4ccccc4)n13)CC2,9.2,-5.8,2.1,-0.6,-0.7,nt,105.4,nt,-1.8,-6.2
CCOCCCNC(=O)C1CCN(S(=O)(=O)N2CCCCC2)CC1,-0.7,6.1,0.2,-0.2,nt,4.8,101.2,-3.5,-4.6,0.3
CC(C)COC(=O)Nc1ccccc1C(=O)N1CCOCC1,18.4,-1.9,-2.3,-0.2,-0.4,0.6,100.6,-2.0,-1.1,-8.2
CC1C(=O)N2CCCc3cc(S(=O)(=O)N4CCC(C(N)=O)CC4)cc1c32 (stereo not given),45.8,0.6,4.4,0.6,-0.3,-2.2,nt,-0.2,1.1,-3.1
